Screening results: PubChem BioAssay, National Center for Advancing Translational Sciences (NCATS)
GCN5L2 inh: qHTS Assay for Inhibitors of GCN5L2; actives 0.21% (n = 390,000); GCN5L2 HAT assay, ThioGlo1 CoA-SH fluorescence; Histone acetyltransferase KAT2A (Homo sapiens), Q92830; AID 504327, 2011; Potency, µM (highest dose often 58.9 µM), for inactives: at the highest dose activity change, negative = inhibition, actives largely listed as inhibitors
Target sequence (Q92830 whole entry, looked up): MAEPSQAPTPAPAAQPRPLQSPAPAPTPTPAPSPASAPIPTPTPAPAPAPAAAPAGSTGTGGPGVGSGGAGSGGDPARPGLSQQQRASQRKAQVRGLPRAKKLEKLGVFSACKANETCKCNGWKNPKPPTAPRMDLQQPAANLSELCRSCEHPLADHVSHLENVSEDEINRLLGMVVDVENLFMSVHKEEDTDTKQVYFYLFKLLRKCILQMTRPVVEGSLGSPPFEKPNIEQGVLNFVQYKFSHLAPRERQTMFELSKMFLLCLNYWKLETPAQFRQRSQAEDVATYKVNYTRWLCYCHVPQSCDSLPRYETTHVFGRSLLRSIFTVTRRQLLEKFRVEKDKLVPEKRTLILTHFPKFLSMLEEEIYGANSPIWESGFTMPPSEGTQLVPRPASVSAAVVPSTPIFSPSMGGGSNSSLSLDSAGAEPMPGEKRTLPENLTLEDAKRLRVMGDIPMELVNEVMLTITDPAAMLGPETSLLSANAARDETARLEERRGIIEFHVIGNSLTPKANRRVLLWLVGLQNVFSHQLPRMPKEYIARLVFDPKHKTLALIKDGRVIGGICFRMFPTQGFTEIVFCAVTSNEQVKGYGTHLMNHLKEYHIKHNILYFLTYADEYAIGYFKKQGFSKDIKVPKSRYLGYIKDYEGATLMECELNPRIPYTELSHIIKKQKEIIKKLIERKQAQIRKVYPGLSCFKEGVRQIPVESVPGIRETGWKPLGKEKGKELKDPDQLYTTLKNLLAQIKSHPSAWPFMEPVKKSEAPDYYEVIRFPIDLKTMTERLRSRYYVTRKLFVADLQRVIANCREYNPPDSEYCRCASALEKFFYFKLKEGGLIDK
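qHTS, 1536-well. 20nM enzyme, pH 7.5 HEPES/EDTA/Tween-20 buffer; 15 min compound preinc., RT. Start: 75uM H3(1-25), 70uM AcCoA, 50uM ThioGlo1. Read Ex340/Em540 at t=0 (autofluorescence flag) and t=20 min.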
DT40 TDP1 no CPT: qHTS for Inhibitors of human tyrosyl-DNA phosphodiesterase 1 (TDP1): qHTS in cells in absence of CPT; DT40 Tdp1-/- hTDP1 cells, no CPT, ATP luminescence, 48 h; Potency, µM (titrated, usually from 46.2 µM), for inactives: at the top dose activity change, negative = growth inhibition, most hits filed as inhibitors; actives 15% (n = 420,000); note: nearly all actives have a fitted effect of over 55% in size
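DT40 Tdp1-/-;hTDP1 cells, no CPT (DMSO vehicle only), 400 cells/well; compounds pin-transferred; ≥48 hr, 37 °C; CellTiter-Glo 30 min RT dark, luminescence read.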
TDP1 block: qHTS Assay for Inhibitors of Tyrosyl-DNA Phosphodiesterase (TDP1); Tyrosyl-DNA phosphodiesterase 1 (Homo sapiens), Q9NUW8; actives 0.28% (n = 350,000); Potency, µM (doses to about 130 µM), for inactives: at the top dose activity change, negative = inhibition, actives largely listed as inhibitors; recombinant TDP1, AlphaScreen DNA substrate cleavage; note: nearly all actives have a fitted effect of over 40% in size
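Steps: enzyme plus compound, 15 min RT; add biotin/phosphotyrosine-FITC oligonucleotide (15 nM final), react 5 min; add donor/acceptor beads (10 ug/ml final), 10 min; read AlphaScreen. Tdp1 at 1 nM final.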
Numbers without * were called inactive; ? = inconclusive; / = not tested or not shown; & = joins results of further samples; [ ] = dose if it differs, or a comment. Calls come from the whole dose curve; as a rule, active = well fitted curve in the direction sought with a large enough effect; inconclusive = small, poorly fitted or top-dose-only effect, or another doubt; inactive = no such curve, though single readings can be large; an effect the other way counts as inactive or inconclusive. % is set by controls: 0 for no effect and ±100 for the full control effect; potency is the fitted concentration of half-maximal effect. A portion of the library. The share of hits here may be higher or lower than overall.

item	molecule	GCN5L2 inh	DT40 TDP1 no CPT	TDP1 block
1	CC1CC(C)CN(CC(O)COCc2ccccc2F)C1 (centres undefined)	-18%	-2%	/
2	C/C(O)=C(/C=NCC(=O)O)C(=O)Nc1nccs1	-7%	1%	-4%
3	Cc1ccc(-n2nnc(-c3cc4ccccc4n3C)n2)cc1	-6%	-2%	9%
4	CC1Cc2cc(S(=O)(=O)N3CCC(C(=O)N4CCN(c5ccccc5F)CC4)CC3)ccc2N1C(=O)C1CC1 (centres undefined)	-19%	?	2%
5	Cc1ccc(NC(=O)c2sccc2SCc2cccc(C(F)(F)F)c2)cc1	-28%	18µM*	-10%
6	O=C(Nc1ccccc1)c1ccccc1CC[N+](=O)[O-]	-8%	1%	1%
7	O=C(COC(=O)c1ccc2c(c1)OCCO2)Nc1cc(S(=O)(=O)N2CCOCC2)ccc1Cl	-2%	-20%	3%
8	CCC1=NN(C(=O)C(=O)NCCc2ccccc2)C(O)(C(F)(F)F)C1 (centres undefined)	-38%	-12%	2%
9	COc1ccc(C(=O)/C=C2/C(=O)Nc3ccccc32)c(OC)c1	-15%	2.6µM*	/
10	Cc1ccc(CN(C(=O)COc2ccc(Cl)c(C)c2)c2ccccn2)o1	-13%	15µM*	-2%
11	COc1ccccc1NC(=O)c1nc(S(=O)(=O)Cc2ccccc2)ncc1Cl	0%	1.6µM*	5%
12	O=C(NNC(=O)c1ccc[nH]1)Nc1cc(Cl)cc(Cl)c1	3%	-28%	/
13	Cc1ccc(C(=O)Nc2c(N)nc(SCC(=O)Nc3cc(C)on3)[nH]c2=O)cc1	-16%	8%	-17%
14	COC(=O)CCNS(=O)(=O)c1ccc2nsnc2c1	-11%	3%	/
15	N#Cc1ccccc1OCCN1C(=O)c2ccccc2C1=O	-5%	?	0%
16	O=C(Cn1nc(C(=O)O)c2ccccc2c1=O)Nc1cccc(S(=O)(=O)N2CCCCCC2)c1	1%	-6%	1%
17	CC(=O)c1nn(-c2cccc(Br)c2)cc1C(=O)c1ccc(Cl)cc1	-8%	7.3µM*	1%
18	O=C(OCc1ccc(F)cc1)c1ccc2ccccc2n1	2%	?	-1%
19	Cc1nc2c(-c3ccc(F)cc3)c(C)nn2c(C)c1CCC(=O)NCc1ccco1	-11%	?	0%
20	Cc1ccc(Cn2ncn3c(cc4ccccc43)c2=O)cc1	-3%	-28%	-5%
21	CCCCN1C(=O)c2ccccc2C1C(=O)NC1CCCC1 (centres undefined)	3%	-2%	0%
22	Cc1ccc(N(CC(O)COCc2ccco2)S(=O)(=O)c2ccc(C)cc2)cc1 (centres undefined)	-15%	?	2%
23	CCN(CC)CCCNC(=O)c1oc2c(c1C)-c1nn(Cc3ccc(Cl)cc3)cc1CC2	-11%	18µM*	3%
24	CC(=NNC(=O)c1ccc(NS(=O)(=O)c2cccs2)cc1)c1ccc(OCC(N)=O)cc1	-6%	-1%	0%
25	CCc1cc(C(=O)N2CCCC(C(=O)c3cccc(OC(C)C)c3)C2)n(C)n1 (centres undefined)	-5%	18µM*	6%

Profiles from above.
`Cc1ccc(CN(C(=O)COc2ccc(Cl)c(C)c2)c2ccccn2)o1` reads GCN5L2 inh: -13%; DT40 TDP1 no CPT: 15µM*; TDP1 block: -2%
`CCCCN1C(=O)c2ccccc2C1C(=O)NC1CCCC1` (centres undefined) reads GCN5L2 inh: 3%; DT40 TDP1 no CPT: -2%; TDP1 block: 0%
`Cc1nc2c(-c3ccc(F)cc3)c(C)nn2c(C)c1CCC(=O)NCc1ccco1` reads GCN5L2 inh: -11%; DT40 TDP1 no CPT: ?; TDP1 block: 0%

New compounds follow:
item	molecule	GCN5L2 inh	DT40 TDP1 no CPT	TDP1 block
26	CCc1ccc(C(=O)c2cn(CC(=O)Nc3ccc4c(c3)OCCO4)c3ccc(C)cc3c2=O)cc1	-1%	-1%	4%
27	CCCSc1ccc([C@@H]2[C@@H]3C(=O)N(C)C(=O)[C@@H]3[C@]3(C(=O)OC)CCCN23)cc1OC	-29%	?	0%
28	Cc1nn(-c2ccccc2)c(C)c1/C=N/NC(=O)CSc1nnc(-c2ccccc2)n1-c1ccc(Cl)cc1	-2%	26µM*	3%
29	O=C(NCc1ccncc1)C(=O)NCC1OCCCN1S(=O)(=O)c1ccc(F)cc1 (centres undefined)	-27%	6%	1%
30	Cc1ccc(S(=O)(=O)N2CCOC2CNC(=O)C(=O)NCc2ccncc2)cc1 (centres undefined)	-1%	-13%	/
31	CC(=O)N(C)c1ccc(N=Cc2c(O)ccc3ccccc23)cc1	-2%	-3%	/
32	O=c1nc2c(-c3cccc(Br)c3)n[nH]n2c2ccccc12	4%	?	/
33	CC(=O)c1cccc(NC(=O)c2ccc(C)c(S(=O)(=O)N3CCOCC3)c2)c1	4%	-26%	-2%[0.0935 µM]
34	COc1ccc(-n2c(-c3ccc(C)cc3)n[nH]c2=S)cc1	-1%	?	6%
35	O=C(NN=C1C2CC3CC1CC(Cl)(C3)C2)c1ccccn1	-6%	0%	3%
36	O=C(CCCn1c(=O)c2ccccc2n(CC(=O)Nc2cccc(Cl)c2)c1=O)NCc1ccc2c(c1)OCO2	-6%	15µM*	7%
37	COc1ccccc1CNC(=O)[C@H](C)NC(=O)C1CCN(C(=O)[C@@H](N)C(C)C)CC1	19%	0%	/
38	Cc1ccc(S(=O)(=O)C2CCN(c3nc(-c4cccs4)nc4ccccc34)CC2)cc1	/	?	-1%
39	O=C1/C(=C/c2ccc(F)cc2)SC(=S)N1CCCC(=O)N1CCCCC1CCO (centres undefined)	-27%	26µM*	11%
40	COc1ccc(C(=O)C2CCCN(C(=O)C3=CCCC3)C2)c(C)c1 (centres undefined)	-7%	23µM*	1%
41	CCOC(=O)c1c(N=CN(C)C)c(C#N)n2c1CCC2	-7%	?	-3%
42	CC(C#N)Sc1ccc(S(=O)(=O)N2CCCCC2)cn1 (centres undefined)	-8%	-11%	-3%[56.1 µM]
43	CSc1nsc(/C=C/Nc2ccc(C)c(C)c2)c1C#N	-13%	?	7%
44	Cc1ccccc1-c1nc(CS(=O)CC(=O)NCCN2CCOCC2)c(C)o1 (centres undefined)	-3%	-4%	4%
45	Nc1nc(NC2CCCCC2)nc(NCCO)c1[N+](=O)[O-]	-1%	26%	/
46	Cc1ccc(C(=O)Nc2ccccc2F)cc1S(=O)(=O)N1CCOCC1	0%	?	3%[12.3 µM]
47	Cc1ccccc1-c1cc(C(=O)NCC2CC2)n(CC2CC(c3cccnc3)=NO2)n1 (centres undefined)	-28%	?	2%
48	CCCc1nc2nc(C)c(NS(=O)(=O)c3ccc(C)c(C)c3)c(=O)n2[nH]1	-3%	9%&1%	10%
49	CN(CC(=O)Nc1c(Cl)cccc1Cl)C(=O)CC1OC(=O)c2ccccc21 (centres undefined)	4%	3%	1%
50	O=C(Oc1ccc(N(C(=O)c2ccncc2)S(=O)(=O)c2ccc(F)cc2)cc1)c1ccncc1	-4%	?	3%

The listing continues.
nr | compound | GCN5L2 inh | DT40 TDP1 no CPT | TDP1 block
51 | O=C1[C@H]2[C@@H](c3ccc(F)cc3)N3C(=O)N(c4cccc(Br)c4)C(=O)[C@@]3(Cc3ccccc3)[C@H]2C(=O)N1C1CCCCC1 | -10% | -10% | 0%
52 | O=S(=O)(c1ccccc1)N(Cc1cccc(F)c1)c1ccccc1 | -7% | ? | /
53 | CCOC(=O)c1cccc(NC(=O)C2CCCO2)c1 (centres undefined) | -4% | 5% | 2%
54 | CC1(C)SC2c3ccccc3C(=O)N2[C@@H]1C(=O)O (some centres undefined) | 2% | 4% | /
55 | CCn1c(=S)sc2c(=O)n(CC(=O)Nc3cc(OC)ccc3OC)c(C)nc21 | -10% | 18µM* | 5%
56 | COC(=O)CCC(=O)N1CCC(CCC(=O)NCc2ccc(F)cc2)CC1 | -1% | 7% | /
57 | Oc1ccc(Cl)cc1C=Nc1ccc2c3c(cccc13)CC2 | -7% | -10% | 3%
58 | COc1ccc(-c2noc(CNS(=O)(=O)c3ccc(NC(C)=O)cc3)n2)cc1 | -7% | -21% | 1%

Looked up above:
In GCN5L2 inh, entry 57 shows -7%
In GCN5L2 inh, entry 54 shows 2%

Following part
nr | compound | GCN5L2 inh | DT40 TDP1 no CPT | TDP1 block
59 | CSc1nc(Cl)c(Cc2ccc(OCC(C)C)cc2)c(N2CCOCC2)n1 | -11% | ? | -9%
60 | CCOC(=O)c1cnc2c(C(F)(F)F)cccc2c1Nc1cccc(C(=O)OC)c1 | -1% | 15µM* | /
61 | CN(CC(=O)Nc1ccccc1C(F)(F)F)C(=O)C1CCN(S(=O)(=O)c2ccc3c(c2)OCCO3)CC1 | -6% | ? | 1%
62 | O=C(CCn1c(=O)sc2ccccc21)NCCCn1ccnc1 | -1% | -1% | 4%
63 | COc1ccc(-n2c(C)cc(=O)[nH]c2=O)cc1 | -1% | 3% | 7%
64 | Cc1cnc(C(=O)Nc2cccc(-c3nnc4n3CCCCC4)c2)cn1 | -2% | 0% | 6%
65 | O=C(CSc1ccc(-c2ccccn2)nn1)Nc1ccc(F)cc1F | ? | ? | 1%&0%
66 | COc1ccccc1OCC(=O)Nc1ccc(S(=O)(=O)N2CCN(C)CC2)cc1 | -2% | ? | 3%
67 | O=C(O)c1cn(-c2ccccc2)nc1-c1ccncc1 | -27% | 3% | 4%
68 | COCCSc1ccccc1C(=O)NCc1ccc(S(N)(=O)=O)cc1 | 0% | -17% | 9%
69 | CC(=O)Nc1ccc2c(c1)n(C)c(=O)n2C | -7% | -3% | 3%
70 | COc1ccccc1N1CCN(C(=O)CNC(=O)c2ccc(Cl)cc2Cl)CC1 | 0% | ? | 10%
71 | Cc1cc(C)c(NC(=O)CN(C)S(=O)(=O)c2ccc3c(c2)CCC(=O)N3)c(C)c1 | 2% | -24% | 0%
72 | c1ccc2c(c1)nc(NC1CCCCC1)c1nncn12 | 3% | ? | -3%
73 | Cc1ccc(-c2cc(-c3ccc4c(c3)NC(=O)CO4)nc3c2COc2ccc(C)cc2-3)cc1 | -4% | 2.1µM* | 3%
74 | CCOc1cc(/C=C2/NC(=O)N(CC(=O)Nc3cccc(C)c3)C2=O)ccc1O | -2% | -12% | 7%[56.1 µM]
75 | CN(C)S(=O)(=O)c1ccc(C(=O)N(Cc2cccnc2)c2nc3c(F)cc(F)cc3s2)cc1 | -3% | -28% | 8%
76 | O=C(Nc1ccccc1C(=O)N1CCCC1)C1CCN(c2ncccn2)CC1 | -6% | -18% | -4%
77 | Cc1ccc(NC(=O)CN2CCN(C)CC2)cc1Br | -4% | -26% | /
78 | O=C1N(c2ccc(Cl)cc2)C(c2ccccc2)N2CCCN12 (centres undefined) | 2% | ? | 6%
79 | COc1ccc(OC)c(NC(=O)c2ccccc2NS(=O)(=O)c2cccc3cccnc23)c1 | -8% | 29µM* | 3%
80 | CC(C)(C)NC(=O)C(c1ccncc1)N(C(=O)Cn1nnc(-c2ccc(F)cc2)n1)c1cccc(F)c1 (centres undefined) | -4% | 7% | -6%
81 | Cc1noc(C)c1COC(=O)Cc1ccc(Cl)c(Cl)c1 | -1% | -9% | -4%
82 | Cc1ccc(-n2nnc(-c3nccn3C)n2)cc1 | -5% | 21µM* | 4%
83 | O=C(CSc1ccc(-c2ccc(F)cc2)nn1)NCc1ccco1 | -5% | -2% | -4%[56.1 µM]
84 | O=C1C2C3CCC(C3)C2C(=O)N1Cc1ccco1 (centres undefined) | -1% | 9% | -2%
85 | CC(C)N1CC(O)=C(c2nc3ccccc3[nH]2)C1=N | -5% | ? | 6%
86 | Cc1ccc(C)c(NC(=O)CSc2nc3ccc(N4C(=O)c5ccccc5C4=O)cc3s2)c1 | 2% | -11% | 0%
87 | COc1cnn(-c2ccccc2)c(=O)c1SCc1ccc(Cl)cc1Cl | 27% | 21µM* | -1%
88 | CC(=O)N1CCN(C(=O)Nc2cccc(C(F)(F)F)c2)CC1 | 0% | -16% | -1%
89 | COc1ccc(C(=O)c2cnc[nH]2)cc1OC | -5% | 19% | 0%
90 | CCN(CC)c1cc2c(cc1F)c(=O)c(S(=O)(=O)c1ccccc1)cn2Cc1ccccc1 | -8% | 16µM* | 5%
91 | O=C(CSc1nn(-c2ccccc2)c(=S)s1)NC1CCS(=O)(=O)C1 (centres undefined) | -8% | -22% | 3%
